TRPC4 act: TRPC4 (mouse) channel activation | B-score at 10 µM | 310,000 tested, 0.49% active | Q9QUQ5 | HEK293 TRPC4beta/mu-opioid, Fluo4 calcium fluorescence; active compounds read high;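 active = B-score above 5 SD of library B-scores, and initial fluorescence ratio not above library mean plus 5 SD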;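 note: positive B-score marks a calcium rise read as TRPC4 activation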
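Incubation: 45 min room-temperature Fluo4 loading, 110 s read / System: HEK293 cells stably co-expressing mouse TRPC4beta and mu-opioid receptor / Signal: Fluo4 fluorescence, kinetic / Control set: buffer (low) and maximal DAMGO (high) / Measure: integrated baseline-normalised fluorescence ratio, converted to per-well B score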
TRPC4 block: TRPC4 (mouse) channel inhibition; Q9QUQ5; HEK293 TRPC4beta/mu-opioid, DAMGO-evoked Fluo4 calcium flux; active compounds read low; B-score at 10 µM; 300,000 tested, 0.39% active; AID 2247;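 active = B-score over 3 SD under the library average, no early fluorescence shift, positive overall ratio signal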
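Assay system: HEK293 cells with stable TRPC4beta plus mu-opioid receptor expression. Dosing: single dose. Measured by: Fluo4 Ca2+ flux fluorescence. Also added: DAMGO in two steps, submaximal then maximal. Read-out: B score from integrated Fluo4 fluorescence ratio.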
RGS4 inh: human RGS4 inhibition; P49798; HEK293 M3R/RGS4 inducible, Fluo-4 calcium flux; active compounds read high; triggered by carbachol at its EC20; 310,000 tested, 0.45% active; B-score at 10 µM;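 active = B-score, a plate-corrected calcium signal, over three deviations above library mean, with baseline fluorescence within five deviations of library mean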;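 note: RGS4 expression induced by doxycycline in cells with stable M3 receptor; B-score is computed from the integrated fluorescence ratio over baseline after carbachol; higher B-score means a larger calcium signal and so more RGS4 inhibition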
Target sequence (P49798 whole entry, looked up): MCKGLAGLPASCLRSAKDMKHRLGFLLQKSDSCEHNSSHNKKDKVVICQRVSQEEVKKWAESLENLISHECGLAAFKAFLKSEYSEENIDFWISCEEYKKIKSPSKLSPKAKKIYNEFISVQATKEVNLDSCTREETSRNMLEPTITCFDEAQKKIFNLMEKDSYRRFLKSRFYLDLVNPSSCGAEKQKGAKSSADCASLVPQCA
TRPC6 inhibitor: blocks the mouse TRPC6 cation channel; HEK293-TRPC6, membrane potential dye, ACh-evoked depolarization; active compounds read low; 310,000 tested, 1.1% active; B-score at 10 µM;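 active = B-score under library mean minus 3 SD, initial fluorescence not abnormally high, positive integrated signal ratio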;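 note: B-score derived from integrated fluorescence ratio over the kinetic read; more negative B-score means stronger inhibition of depolarization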
MrgX1 allo act: human MrgX1 positive allosteric modulation, primary screen. 310,000 tested, 0.63% active. MrgX1-HEK293, Fluo-4 calcium flux, FDSS; active compounds read high. Q96LB2. B-score at 10 µM;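 active = plate-corrected calcium response at least 3 library SD above typical, normal starting fluorescence, not activating the receptor alone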;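 note: compound read alongside a low EC10 to EC30 dose of BAM8-22 agonist; peak minus trough fluorescence over baseline measured at the second addition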
Target sequence (Q96LB2 whole entry, looked up): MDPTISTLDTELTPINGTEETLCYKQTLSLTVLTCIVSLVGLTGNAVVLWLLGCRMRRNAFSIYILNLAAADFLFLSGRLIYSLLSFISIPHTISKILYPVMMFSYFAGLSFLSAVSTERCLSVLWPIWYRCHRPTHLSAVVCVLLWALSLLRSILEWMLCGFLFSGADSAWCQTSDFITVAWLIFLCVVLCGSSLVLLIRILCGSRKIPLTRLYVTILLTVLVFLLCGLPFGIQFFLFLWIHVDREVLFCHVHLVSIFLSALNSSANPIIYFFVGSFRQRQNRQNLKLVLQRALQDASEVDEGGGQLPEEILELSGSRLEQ
TRPC6 act: mouse TRPC6 channel activation; 310,000 tested, 0.13% active; B-score at 10 µM; Q61143; AID 2550; HEK293-TRPC6 membrane potential dye fluorescence; active compounds read high;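 active = B-score of the integrated fluorescence ratio above library mean plus 3 SD, and starting fluorescence ratio within library mean plus 5 SD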;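 note: higher score means more depolarization so channel activation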
ANO1 block: mouse TMEM16A channel inhibition, primary screen. normalized B-score (activity score, 25-100; higher = stronger inhibition) at 10 µM. HEK293 TMEM16A/YFP iodide influx fluorescence, ionomycin. 310,000 tested, 1.2% active;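 active = ratio plate-corrected score three or more library SD toward inhibition, starting fluorescence score within five deviations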;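 note: score derived from kinetic fluorescence span divided by baseline fluorescence per well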
TRPC4 PAM: allosterically enhances the mouse TRPC4 cation channel. 310,000 tested, 0.42% active. B-score at 10 µM. Q9QUQ5. HEK293 TRPC4beta/mu-opioid, DAMGO EC20, Fluo-4 Ca2+ flux; active compounds read high;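 active = B-score of calcium response area above 5 SD of library B-scores, with initial fluorescence ratio within 5 SD of library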;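 note: B-score of integrated fluorescence ratio over time as area under calcium response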
MrgX1 ag: human MrgX1 receptor agonism, primary screen | Q96LB2 | MrgX1-HEK293 cells, Fluo-4 calcium fluorescence, agonist mode; active compounds read high | B-score at 10 µM | 310,000 tested, 0.44% active;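 active = calcium response B-score plate-corrected fluorescence ratio at least 3 library SD, with starting fluorescence B-score inside 5 SD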
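Material: MrgX1-expressing HEK293 cells / Dosing: compound as first of three additions / Incubation: overnight seeding, then 1 h dark dye loading / Signal: Fluo-4 NW calcium fluorescence / Evaluation: B-scored fluorescence response ratio / Benchmarks: positive and negative control wells on each plate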
MrgX1 antag: antagonists of human MrgX1 receptor | B-score at 10 µM | 310,000 tested, 1.3% active | MRGX1-HEK293 calcium flux, Fluo-4, BAM8-22 antagonism; active compounds read low;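 active = calcium-response B-score plate-corrected more than 3 library SD below zero, starting fluorescence within 5 deviations, no agonist response on first addition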;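 note: peak minus trough fluorescence over baseline after final BAM8-22 challenge near maximal dose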
TMEM16A act: mouse TMEM16A channel activation, primary screen. Q8BHY3. HEK293 TMEM16A/YFP-H148Q/I152L, iodide quench fluorescence; active compounds read low. B-score at 10 µM. 340,000 tested, 0.3% active. AID 623877;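 active = fluorescence-ratio B-score plate-corrected deviation score at least 3 library SD below zero, with starting fluorescence score within 5 deviations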;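 note: channel opened by trigger with iodide after compound preincubation; score built on the fluorescence ratio of max minus min over baseline; more negative score means more quench and so TMEM16A activation or potentiation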
Calls only.

`NC(=O)N/N=C/c1c(F)cccc1F` gave TRPC4 act inactive, TRPC4 block inactive, RGS4 inh inactive, TRPC6 inhibitor inactive, MrgX1 allo act inactive, TRPC6 act inactive, ANO1 block inactive, TRPC4 PAM inactive, MrgX1 ag inactive, MrgX1 antag inactive and TMEM16A act inactive.
`O=C(NCCN1CCOCC1)c1cc(-c2ccco2)on1` gave TRPC4 act inactive, TRPC4 block inactive, RGS4 inh inactive, TRPC6 inhibitor inactive, MrgX1 allo act inactive, TRPC6 act inactive, ANO1 block inactive, TRPC4 PAM inactive, MrgX1 ag inactive, MrgX1 antag inactive and TMEM16A act inactive.
CN(C)CCNC(=O)c1c(O)c2c([nH]c1=O)CCCC2 was read as TRPC4 act inactive, TRPC4 block inactive, RGS4 inh inactive, TRPC6 inhibitor inactive, MrgX1 allo act inactive, TRPC6 act inactive, ANO1 block inactive, TRPC4 PAM inactive, MrgX1 ag inactive, MrgX1 antag inactive and TMEM16A act inactive.
For c1ccc(-c2nccnc2-c2ccccc2)cc1 the results were TRPC4 act inactive, TRPC4 block inactive, RGS4 inh inactive, TRPC6 inhibitor inactive, MrgX1 allo act inactive, TRPC6 act inactive, ANO1 block inactive, TRPC4 PAM inactive, MrgX1 ag inactive, MrgX1 antag inactive and TMEM16A act inactive.
Screening NNc1nc(-c2ccccc2)cs1 returned TRPC4 act inactive, TRPC4 block inactive, RGS4 inh inactive, TRPC6 inhibitor inactive, MrgX1 allo act inactive, TRPC6 act inactive, ANO1 block inactive, TRPC4 PAM inactive, MrgX1 ag inactive, MrgX1 antag inactive and TMEM16A act inactive.
`O=C(NNc1c2ccccc2nc2ccccc12)c1ccccc1O` gave TRPC4 act inactive, TRPC4 block inactive, RGS4 inh inactive, TRPC6 inhibitor inactive, MrgX1 allo act inactive, TRPC6 act inactive, ANO1 block inactive, TRPC4 PAM inactive, MrgX1 ag inactive, MrgX1 antag inactive and TMEM16A act inactive.
`O=C1c2ccccc2NC(c2ccccc2)N1CCCN1CCOCC1` (stereo not given) gave TRPC4 act inactive, TRPC4 block inactive, RGS4 inh inactive, TRPC6 inhibitor inactive, MrgX1 allo act inactive, TRPC6 act inactive, ANO1 block inactive, TRPC4 PAM inactive, MrgX1 ag inactive, MrgX1 antag inactive and TMEM16A act inactive.
Screening COc1ccc(/C(C)=N/NC(=O)CNC(=O)Cc2ccccc2)c(OC)c1 returned TRPC4 act inactive, TRPC4 block inactive, RGS4 inh inactive, TRPC6 inhibitor inactive, MrgX1 allo act inactive, TRPC6 act inactive, ANO1 block inactive, TRPC4 PAM inactive, MrgX1 ag inactive, MrgX1 antag inactive and TMEM16A act inactive.
COC(=O)c1[nH]c2c(c1C(=O)OC)CCc1ccccc1-2 was read as TRPC4 act inactive, TRPC4 block inactive, RGS4 inh inactive, TRPC6 inhibitor inactive, MrgX1 allo act inactive, TRPC6 act inactive, ANO1 block inactive, TRPC4 PAM inactive, MrgX1 ag inactive, MrgX1 antag inactive and TMEM16A act inactive.
For CS(=O)(=O)N1CCc2cc(C(=O)N3CCN(c4cccc(Cl)c4)CC3)ccc21 the results were TRPC4 act inactive, TRPC4 block inactive, RGS4 inh inactive, TRPC6 inhibitor inactive, MrgX1 allo act inactive, TRPC6 act inactive, ANO1 block inactive, TRPC4 PAM inactive, MrgX1 ag inactive, MrgX1 antag inactive and TMEM16A act inactive.
For COc1ccc(/C=C(/NC(C)=O)C(=O)O)cc1 the results were TRPC4 act inactive, TRPC4 block inactive, RGS4 inh inactive, TRPC6 inhibitor inactive, MrgX1 allo act inactive, TRPC6 act inactive, ANO1 block inactive, TRPC4 PAM inactive, MrgX1 ag inactive, MrgX1 antag inactive and TMEM16A act inactive.
Screening COc1ccc(-n2c(C)nc3c(cnn3-c3ccc(C)c(C)c3)c2=O)cc1 returned TRPC4 act inactive, TRPC4 block inactive, RGS4 inh inactive, TRPC6 inhibitor inactive, MrgX1 allo act inactive, TRPC6 act inactive, ANO1 block inactive, TRPC4 PAM inactive, MrgX1 ag inactive, MrgX1 antag inactive and TMEM16A act inactive.
Screening COc1ccc(NC(=O)CSc2nc3c(c(=O)n2-c2ccc(F)cc2)SCC3)c(OC)c1 returned TRPC4 act inactive, TRPC4 block inactive, RGS4 inh inactive, TRPC6 inhibitor inactive, MrgX1 allo act inactive, TRPC6 act inactive, ANO1 block inactive, TRPC4 PAM inactive, MrgX1 ag inactive, MrgX1 antag inactive and TMEM16A act inactive.
Screening CC1(CCc2ccccc2)NC(=O)N(CC(=O)Nc2ccc3c(c2)OCCO3)C1=O (stereo not given) returned TRPC4 act inactive, TRPC4 block inactive, RGS4 inh inactive, TRPC6 inhibitor inactive, MrgX1 allo act inactive, TRPC6 act inactive, ANO1 block inactive, TRPC4 PAM inactive, MrgX1 ag inactive, MrgX1 antag inactive and TMEM16A act inactive.
CC(C)NC(=O)C(=O)NCCN1CCN(C(=O)c2ccc(C(C)(C)C)cc2)CC1 was read as TRPC4 act inactive, TRPC4 block inactive, RGS4 inh inactive, TRPC6 inhibitor inactive, MrgX1 allo act inactive, TRPC6 act inactive, ANO1 block inactive, TRPC4 PAM inactive, MrgX1 ag inactive, MrgX1 antag inactive and TMEM16A act inactive.
For O=C(NC1CCCCC1)C1(c2ccccc2)CC1(Cl)Cl (stereo not given) the results were TRPC4 act inactive, TRPC4 block inactive, RGS4 inh inactive, TRPC6 inhibitor inactive, MrgX1 allo act inactive, TRPC6 act inactive, ANO1 block inactive, TRPC4 PAM inactive, MrgX1 ag inactive, MrgX1 antag inactive and TMEM16A act inactive.
`O=S(=O)(Nc1ccc(F)cc1)N1CCOCC1` gave TRPC4 act inactive, TRPC4 block inactive, RGS4 inh inactive, TRPC6 inhibitor inactive, MrgX1 allo act inactive, TRPC6 act inactive, ANO1 block inactive, TRPC4 PAM inactive, MrgX1 ag inactive, MrgX1 antag inactive and TMEM16A act inactive.
`O=C(NCCc1c[nH]c2ccccc12)C1CCC(Cn2c(=S)[nH]c3ccccc3c2=O)CC1` (stereo not given) gave TRPC4 act inactive, TRPC4 block inactive, RGS4 inh inactive, TRPC6 inhibitor inactive, MrgX1 allo act inactive, TRPC6 act inactive, ANO1 block inactive, TRPC4 PAM inactive, MrgX1 ag inactive, MrgX1 antag inactive and TMEM16A act inactive.
O=C(CCN1CCN(c2ccccc2)CC1)NNC(=S)Nc1ccccc1 was read as TRPC4 act inactive, TRPC4 block inactive, RGS4 inh inactive, TRPC6 inhibitor inactive, MrgX1 allo act inactive, TRPC6 act inactive, ANO1 block inactive, TRPC4 PAM inactive, MrgX1 ag inactive, MrgX1 antag inactive and TMEM16A act inactive.
Screening CSc1nnc(-c2ccc(S(=O)(=O)N3CCOCC3)cc2)n1C returned TRPC4 act inactive, TRPC4 block inactive, RGS4 inh inactive, TRPC6 inhibitor inactive, MrgX1 allo act inactive, TRPC6 act inactive, ANO1 block inactive, TRPC4 PAM inactive, MrgX1 ag inactive, MrgX1 antag inactive and TMEM16A act inactive.
Screening CCn1c(N)c(C(=O)NCc2cccnc2)sc1=S returned TRPC4 act inactive, TRPC4 block inactive, RGS4 inh inactive, TRPC6 inhibitor inactive, MrgX1 allo act inactive, TRPC6 act inactive, ANO1 block inactive, TRPC4 PAM inactive, MrgX1 ag inactive, MrgX1 antag inactive and TMEM16A act inactive.
For O=C(c1cc(Cl)nc2ccccc12)N1CCc2ccccc2C1 the results were TRPC4 act inactive, TRPC4 block inactive, RGS4 inh inactive, TRPC6 inhibitor inactive, MrgX1 allo act inactive, TRPC6 act inactive, ANO1 block inactive, TRPC4 PAM inactive, MrgX1 ag inactive, MrgX1 antag inactive and TMEM16A act inactive.
`Cc1ccnc(SCC(=O)c2cc3ccccc3o2)n1` gave TRPC4 act inactive, TRPC4 block inactive, RGS4 inh inactive, TRPC6 inhibitor inactive, MrgX1 allo act inactive, TRPC6 act inactive, ANO1 block inactive, TRPC4 PAM inactive, MrgX1 ag inactive, MrgX1 antag inactive and TMEM16A act inactive.
Screening CC(C)N(C)C(=O)CCc1nnc(CCc2c[nH]c3ccccc23)o1 returned TRPC4 act inactive, TRPC4 block inactive, RGS4 inh inactive, TRPC6 inhibitor inactive, MrgX1 allo act inactive, TRPC6 act inactive, ANO1 block inactive, TRPC4 PAM inactive, MrgX1 ag inactive, MrgX1 antag inactive and TMEM16A act inactive.
For CN(Cc1ccccc1)C(=O)c1ccc(Cl)c([N+](=O)[O-])c1 the results were TRPC4 act inactive, TRPC4 block inactive, RGS4 inh inactive, TRPC6 inhibitor inactive, MrgX1 allo act inactive, TRPC6 act inactive, ANO1 block inactive, TRPC4 PAM inactive, MrgX1 ag inactive, MrgX1 antag inactive and TMEM16A act inactive.
For CCOc1ccccc1NC(=O)C(C)CC (stereo not given) the results were TRPC4 act inactive, TRPC4 block inactive, RGS4 inh inactive, TRPC6 inhibitor inactive, MrgX1 allo act inactive, TRPC6 act inactive, ANO1 block inactive, TRPC4 PAM inactive, MrgX1 ag inactive, MrgX1 antag inactive and TMEM16A act inactive.
For Cc1nc(SCC(=O)NCCc2ccc(Cl)cc2)nc(C)c1C the results were TRPC4 act inactive, TRPC4 block inactive, RGS4 inh inactive, TRPC6 inhibitor inactive, MrgX1 allo act inactive, TRPC6 act inactive, ANO1 block inactive, TRPC4 PAM inactive, MrgX1 ag inactive, MrgX1 antag inactive and TMEM16A act inactive.
Screening CC1CN(CCCOc2ccc([N+](=O)[O-])cc2)CC(C)O1 (stereo not given) returned TRPC4 act inactive, TRPC4 block inactive, RGS4 inh inactive, TRPC6 inhibitor inactive, MrgX1 allo act inactive, TRPC6 act inactive, ANO1 block inactive, TRPC4 PAM inactive, MrgX1 ag inactive, MrgX1 antag inactive and TMEM16A act inactive.
Screening C=Cn1cc[n+](CC(=O)c2ccc(OC)c(OC)c2)c1 returned TRPC4 act inactive, TRPC4 block inactive, RGS4 inh inactive, TRPC6 inhibitor inactive, MrgX1 allo act inactive, TRPC6 act inactive, ANO1 block inactive, TRPC4 PAM inactive, MrgX1 ag inactive, MrgX1 antag inactive and TMEM16A act inactive.
